# Compound activity (PubChem BioAssay)
# IDH1 R132H inh: blocks human mutant IDH1 R132H enzyme | hit rate 0.093% among 390,000 | IDH1-R132H enzyme, NADPH consumption, diaphorase/resazurin fluorescence | Potency, µM (titrated, usually from 76.6 µM), without a hit: top-dose activity change, negative = inhibition, most hits filed as inhibitors | O75874; further: potency means the concentration at half of the fitted maximal effect; on the % scale 0 is the no-effect control and ±100 the full control effect; nearly all actives have a fitted effect of over 65% in size
#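 IDH1-R132H (0.5 ug/mL) preincubated 30 min with compound, then NADPH (0.016 mM) and alpha-KG (2 mM) added; 80 min at RT, pH 7.5. Remaining NADPH coupled via diaphorase/resazurin to fluorescence (540/590 nm); concentration-response curves normalized to no-enzyme control.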
# TrxR1 substrate: rat thioredoxin reductase 1 substrate activity; Potency, µM (highest dose often 114 µM), without a hit: top-dose activity change, negative = substrate turnover; O89049; purified TrxR1 substrate turnover, NADPH consumption readout; hit rate 0.01% among 390,000; further: potency means the concentration at half of the fitted maximal effect; on the % scale 0 is the no-effect control and ±100 the full control effect; nearly all actives have a fitted effect of over 50% in size
#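 Rat TrxR1, dispensed at 90 nM, was prereduced with 400 uM NADPH (final) for 5 min at ~22 deg C, then incubated with compound 15 min before 400 uM selenite. A first-read NADPH fluorescence drop versus no-compound background flagged substrates.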
# TrxR1 inh: blocks rat thioredoxin reductase 1; Potency, µM (doses to about 114 µM), without a hit: at the highest dose activity change, negative = inhibition, most hits filed as inhibitors; AID 588453; O89049; hit rate 1% among 390,000; recombinant rTrxR1, NADPH fluorescence consumption, selenite substrate; further: potency means the concentration at half of the fitted maximal effect; on the % scale 0 is the no-effect control and ±100 the full control effect; nearly all actives have a fitted effect of over 65% in size
#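 Rat TrxR1 (90 nM in the dispensed reagent) was pre-reduced with 400 uM NADPH for 5 min at room temperature, then incubated with compound for 15 min. After 400 uM selenite was added, NADPH fluorescence (Ex 340/Em 450 nm) was followed for 8 min.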
# GRP78 ERSR act: inducers of ER stress response in human glioma cells. Potency, µM, for inactives: top-dose activation, most hits filed as activators. hit rate 0.02% among 420,000. U87-MG GRP78 promoter luciferase reporter, 16 h; further: potency means the concentration at half of the fitted maximal effect; series mostly up to about 76 µM; % of control where 0% means no effect; nearly all actives have a fitted effect of over 35% in size
#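 Stably transfected U87-MG human glioma cells carrying a GRP78-based luminescent sensor were seeded at 1000 cells/well, pin-dosed with compounds and incubated 16 h. Luciferase reagent was then added, and end-point luminescence was read after 10 min at room temperature.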
# Vif-APOBEC3G blk: Vif-A3G binding inhibition. AID 602310. Q9HC16. HeLa A3G-eYFP + Vif (tagged APOBEC3G with the HIV-1 protein that degrades it), YFP fluorescence, overnight. hit rate 0.076% among 410,000. Potency, µM (highest dose often 46.1 µM), without a hit: top-dose activity, negative = active, hits mostly inhibitors;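 further: potency means the concentration at half of the fitted maximal effect; on the % scale 0 is the no-effect control and ±100 the full control effect; nearly all actives have a fitted effect of over 60% in size; hits raise eYFP signal because A3G escapes Vif-driven loss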
#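 Read-out is eYFP fluorescence (Ex 488/Em 500-530) from Vif-expressing HeLa A3G-eYFP cells; more signal means A3G escaped Vif-mediated degradation. Cells plated overnight, compound pinned in, incubated overnight at 37 deg C.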
# LDHA inh: inhibitors of human lactate dehydrogenase A; P00338; purified LDHA, NADH/diaphorase-resazurin fluorescence; active compounds read low; activity change, % (values are at about 110 or 230 µM); hit rate 0.15% among 480,000; AID 1347041; in the data active means activity change below about -30%; inconclusive means mostly about -25% to -30%;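 further: plate controls were DMSO wells for no effect and wells without enzyme for full effect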
#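 Human LDH5 at 2 nM final in Tris HCl pH 7.4 with 0.06 mM NADH and 0.2 mM pyruvate, reacted 5 minutes at room temperature. Remaining NADH coupled via diaphorase/resazurin; resorufin fluorescence read at 0 and 20 minutes, normalized to enzyme-free and DMSO wells.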
# Vif-APOBEC3F blk: blocks the Vif interaction with APOBEC3F; hit rate 0.2% among 390,000; Potency, µM (doses to about 46.1 µM), without a hit: at the highest dose activity, negative = active; AID 602313; HeLa A3F-eYFP + Vif (tagged APOBEC3F with the HIV-1 protein that degrades it), YFP fluorescence increase; further: potency means the concentration at half of the fitted maximal effect; % of control where 0% means no effect; nearly all actives have a fitted effect of over 65% in size
#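 HeLa cells stably expressing Vif plus C-terminally eYFP-tagged A3F were seeded, incubated overnight at 37 deg C, dosed with compound, incubated overnight again at 37 deg C. Yellow fluorescence (Ex 488/Em 500-530) reported blocked Vif-mediated A3F-eYFP degradation.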
# USP1-UAF1 inh: blocks the human USP1/UAF1 deubiquitinase complex; O94782; recombinant USP1/UAF1, Ub-Rhodamine cleavage fluorescence; Potency, µM (highest dose often 57.1 µM), inactives show at the top dose activity change, negative = inhibition, hits mostly inhibitors; hit rate 0.23% among 390,000; further: potency means the concentration at half of the fitted maximal effect; on the % scale 0 is the no-effect control and ±100 the full control effect; nearly all actives have a fitted effect of over 60% in size; inactives centre near -12
# Target sequence (O94782 whole entry, looked up): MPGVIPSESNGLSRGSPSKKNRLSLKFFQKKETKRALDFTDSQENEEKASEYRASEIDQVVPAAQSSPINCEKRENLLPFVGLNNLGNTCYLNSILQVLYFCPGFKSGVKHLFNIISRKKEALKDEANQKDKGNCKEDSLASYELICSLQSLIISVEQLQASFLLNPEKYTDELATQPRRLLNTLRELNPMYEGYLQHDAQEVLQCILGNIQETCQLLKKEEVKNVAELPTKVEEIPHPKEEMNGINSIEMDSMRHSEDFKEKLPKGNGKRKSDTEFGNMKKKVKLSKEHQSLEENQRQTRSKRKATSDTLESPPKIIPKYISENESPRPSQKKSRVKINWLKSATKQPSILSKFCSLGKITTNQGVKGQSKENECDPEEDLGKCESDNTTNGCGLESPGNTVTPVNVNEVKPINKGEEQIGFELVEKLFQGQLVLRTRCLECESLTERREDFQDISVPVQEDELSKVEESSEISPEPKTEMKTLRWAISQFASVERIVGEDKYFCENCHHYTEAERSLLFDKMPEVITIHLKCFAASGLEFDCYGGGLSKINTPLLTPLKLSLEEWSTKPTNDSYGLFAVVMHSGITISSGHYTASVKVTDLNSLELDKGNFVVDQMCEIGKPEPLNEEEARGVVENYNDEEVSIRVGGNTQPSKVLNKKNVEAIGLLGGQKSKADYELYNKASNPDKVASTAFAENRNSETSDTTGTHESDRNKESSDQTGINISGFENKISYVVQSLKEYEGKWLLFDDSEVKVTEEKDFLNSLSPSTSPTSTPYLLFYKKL
#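 In this screen, compounds sit with the deubiquitinase complex (1nM) for 15 min at room temperature before Ub-Rho is added at 150nM final. Fluorescence rise is then followed for 6 reads every 60 seconds.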
# RGS4 inhibitor: inhibitors of human regulator of G protein signaling 4; P49798; Transcreener GDP fluorescence polarization, RGS4-accelerated GTP hydrolysis; Potency, µM (doses to about 114 µM), without a hit: at the highest dose activity change, negative = inhibition, usual class: inhibitors; hit rate 0.039% among 390,000; AID 504845; further: potency means the concentration at half of the fitted maximal effect; on the % scale 0 is the no-effect control and ±100 the full control effect; nearly all actives have a fitted effect of over 75% in size; some results filed as inactive show a strong effect at the top dose
# Target sequence (P49798 whole entry, looked up): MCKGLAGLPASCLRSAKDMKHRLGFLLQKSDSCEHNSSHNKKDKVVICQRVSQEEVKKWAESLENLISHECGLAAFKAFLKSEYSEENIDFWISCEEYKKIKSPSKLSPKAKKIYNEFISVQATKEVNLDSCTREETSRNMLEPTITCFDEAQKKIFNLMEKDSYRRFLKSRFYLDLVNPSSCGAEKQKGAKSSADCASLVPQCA
#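 MLSMR compounds (23 nl, pin-transferred) preincubated 10 min at room temperature with a 500nM (2x) first reagent, then RGS4 at 900nM (2x) plus Transcreener GDP mix added; fluorescence polarization (620/688 nm) read before and after 90 min at 30 °C.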
# * = called active by the depositor; ? = inconclusive; & = joins results of further samples; [ ] = remark or other dose. Unless noted, the call rests on the fitted dose curve; in most records, active means well fitted curve in the direction sought with a large enough effect; inconclusive means small, poorly fitted or top-dose-only effect, or another doubt; inactive means no such curve, though single readings can be large; an effect the other way counts as inactive or inconclusive.
# Under each structure – Vif-APOBEC3F blk	IDH1 R132H inh	Vif-APOBEC3G blk	USP1-UAF1 inh	TrxR1 substrate	LDHA inh	GRP78 ERSR act	RGS4 inhibitor	TrxR1 inh
[1] C[C@@]12C(=O)Nc3cc(F)c(F)cc3C(=O)N1[C@H]1c3ccccc3OC[C@@H]1[C@@H]2c1ccccc1
  -1%	4%	-2%	-25%	-8%	0	-2%	-23%	5%
[2] COc1ccc(C(=O)Nc2ccc(NC(=O)c3cccs3)cc2)cc1[N+](=O)[O-]
  6%	0%	1%	-2%	-3%	-6	-3%	-11%	3%
[3] Cc1cc(C(=O)Nc2ccc3c(c2)OCCO3)c(C)o1
  -20%	4%	-1%	-8%	-12%	0	-6%	0%[11.4 µM]	5%[57.1 µM]
[4] O=S(=O)(NCCc1ccccc1)c1ccc(F)cc1
  3%	10%	0%	-1%	8%	-4	2%	16%	18%
[5] COCCn1cnnc1SCC(=O)Nc1sccc1C(N)=O
  6%	8%	-4%	-8%	2%[57.1 µM]	-1	-4%	-43%	-19%[57.1 µM]
[6] CC(Sc1ccsc1[N+](=O)[O-])C(=O)N1CCN(c2ccccn2)CC1 (stereo not drawn)
  -14%	3%	-7%	-9%	0%	0	-3%	-11%	-27%
[7] CC(O)(CC(=O)CC(=O)c1ccccc1)c1ccccc1 (stereo not drawn)
  -17%	2%	-2%	-1%	-6%	6	8%	18%	-24%
[8] Cn1c(CN(O)S(=O)(=O)c2ccc(Cl)cc2)nnc1C(F)(F)F
  0%	-11%	1%	-10%	0%	0	1%	23%	5%
[9] COc1cccc(CN(C)CC(=O)Nc2sc3c(c2C#N)CCC3)c1
  ?	1%	-4%	-22%	8%[57.1 µM]	-7	1%	5%	34%[57.1 µM]
[10] Cc1nc(/C=[N+](\[O-])C(C)(C)/C=N/O)n(O)c1C
  7%	2%	0%	-7%	2%[57.1 µM]	1&0	-4%	22%	-19%
[11] O=C1CN(C(=O)COC(=O)c2cc(S(=O)(=O)N3CCOCC3)ccc2Cl)c2ccccc2N1
  -26%	1%	1%	-5%	9%	-8	-2%	7%	28%
[12] CCOC(=O)Nc1ccc2c(CN3CCN(S(=O)(=O)c4ccccc4)CC3)cc(=O)oc2c1
  -2%	15%	-12%	-9%	27%	-10	-1%	46%	22%
[13] CCOC(=O)N/N=C(/C)c1ccc(N2C(=O)C3CCCCC3C2=O)cc1 (stereo not drawn)
  -5%	-12%	-2%	-26%	-1%	-4	-3%	-8%[56.9 µM]	24%
[14] COc1ccccc1NC(=O)Nc1ccnn1C1CCN(C(=O)c2cccnc2)CC1
  -9%	-3%	1%	-7%	-6%	-9	-1%	-6%	19%
[15] Cc1cc(Nc2ccccc2C(=O)O)nc2nc3ccccc3c(=O)n12
  -6%	13%	-3%	-7%	-10%	-2	-4%	43%	-17%
[16] Cc1ccc(C)c(CN2CCNC2=O)c1
  1%	3%	-3%	-13%	-4%	-4	-4%	-9%	10%
[17] Cc1c(C(=O)N(CCc2ccccc2)Cc2ccccc2)cccc1[N+](=O)[O-]
  -1%	-9%	2%	-11%	0%	1	-1%	29%	29%
[18] CC(=O)Nc1ccc(SCC(=O)c2cc(C)ccc2C)cc1
  0%	-1%	-2%	1%	1%	-1	1%	?	24%
[19] CCCCN(CC)CCCNC(=O)Cn1nc(CC)n2c(cc3sccc32)c1=O
  4%	-2%	-2%	-6%	2%	2	0%	-6%	4%
[20] O=C(N/N=C/c1ccccc1O)NC12CC3CC(CC(C3)C1)C2
  -11%	-1%	-5%	-7%	-3%	-2	7%	-12%	3%
[21] Cc1ccc(C(=O)NCCNC(=O)CN2CCOCC2)cc1
  -13%	1%	-3%	-22%	-5%	-6	1%	13%	-7%
[22] COc1ccc(NC(=O)Nc2ncccc2C)cc1
  2%	-6%	1%	3%	8%	5	3%	-16%	6%
[23] COc1cc(C(=O)Nc2cccc(NC(=O)c3ccccc3)c2)cc(OC)c1OC
  1%	5%	-8%	-17%	1%	2	5%	-9%	5%
[24] Cc1cc(OCC(=O)NC2CCN(Cc3ccccc3)CC2)c2c(C)c(C)c(=O)oc2c1
  6%	6%	3%	-7%	11%	-1	-2%	32%	24%
[25] Cc1ccc(NC(=O)CCc2ccc(S(=O)(=O)NC3CCCCC3)cc2)cc1
  1%	-1%	0%	-14%	5%[57.1 µM]	-9	-2%	-24%	8%[57.1 µM]
[26] CCOC(=O)C1=NOC(CNC(=O)C2=NOC(CNC(=O)c3c(-c4ccccc4Cl)noc3C)C2)C1 (stereo not drawn)
  -13%	-1%	-3%	2%	5%[57.1 µM]	-3	9%	32%	-3%[57.1 µM]
[27] Cc1cc(S(=O)(=O)NCC(c2ccc(F)cc2)N2CCN(C)CC2)ccc1F (stereo not drawn)
  -5%	2%	2%	0%	0%[57.1 µM]	-4	-4%	14%	3%[57.1 µM]
[28] Cc1ccsc1CN(C)Cc1nc(C2CC2)no1
  -1%	11%	-4%	-28%	3%	-3	0%	3%	16%
[29] CC(C)(C)c1cc(/C=C2\NC(=O)NC2=O)cc(C(C)(C)C)c1O
  -1%	-11%	-10%	-28%	0%	-3	-3%	16%	-23%
[30] CCN(CC)CCCN(C(=O)c1ccc(F)cc1)c1nc(-c2ccc(OC)cc2)cs1
  -28%	1%	-3%	-18%	4%	-1	-4%	2%	12%
[31] O=C(NC1CCCCC1)C(c1ccc(O)c(O)c1)N(C(=O)Cn1nnc2ccccc21)c1cccc(O)c1 (stereo not drawn)
  4%	-10%	0%	-9%	6%[57.1 µM]	0	1%	5%	18%[57.1 µM]
[32] Cc1ccc(-c2nc(-c3ccncc3)no2)c(Cl)c1
  3%	18%	1%	-21%	7%[2.29 µM]	2	-7%	-7%	22%
[33] COc1ccc(CNC(=O)CCC(=O)N2CC3CCCN3c3ccccc32)c(OC)c1 (stereo not drawn)
  -20%	5%	-2%	-17%	0%[57.1 µM]	2	1%	3%	10%[57.1 µM]
[34] Cc1ccccc1NS(=O)(=O)c1nnc(NC(=O)c2ccco2)s1
  -4%	-7%	-7%	-24%	2%	-7	-2%	14%	32%
[35] Cc1cc(C)cc(Nc2ncnc3c2nc2n3CCCC2)c1
  -17%	-4%	-10%	-15%	-9%	-16	-2%	11%	5%
[36] N#CCNC(=O)c1nn2c(C(F)(F)F)cc(-c3ccccc3)nc2c1Br
  3%	3%	2%	-19%	10%[57.1 µM]	-5	-6%	0%	11%[57.1 µM]
[37] O=C(CSc1ncnc2c1nnn2Cc1ccc(F)cc1)NC1CCCC1
  1%	0%	0%	-21%	20%[57.1 µM]	-11	-5%	14%	37%[activator][57.1 µM]
[38] CCN(CC)CC(=O)Nn1c(C)nc2c(ncn2-c2ccccc2)c1=O
  -14%	1%	0%	-20%	3%	-3	-2%	10%	21%
[39] COc1cccc(C2CC(c3cccs3)=NN2C(=O)CSc2nc3c(cnn3-c3ccc(F)cc3)c(=O)[nH]2)c1OC (stereo not drawn)
  2%	-3%	-6%	-3%	19%[57.1 µM]	0	-6%	-6%	8%[57.1 µM]
[40] O=C(O)c1cn(-c2ccccc2)nc1-c1cccnc1
  -5%	1%	-4%	-22%	6%	-6	-5%	-7%	25%

# Entries from the list above with an aryl methoxy group:
# Under each structure – Vif-APOBEC3F blk	IDH1 R132H inh	Vif-APOBEC3G blk	USP1-UAF1 inh	TrxR1 substrate	LDHA inh	GRP78 ERSR act	RGS4 inhibitor	TrxR1 inh
[2] COc1ccc(C(=O)Nc2ccc(NC(=O)c3cccs3)cc2)cc1[N+](=O)[O-]
  6%	0%	1%	-2%	-3%	-6	-3%	-11%	3%
[9] COc1cccc(CN(C)CC(=O)Nc2sc3c(c2C#N)CCC3)c1
  ?	1%	-4%	-22%	8%[57.1 µM]	-7	1%	5%	34%[57.1 µM]
[14] COc1ccccc1NC(=O)Nc1ccnn1C1CCN(C(=O)c2cccnc2)CC1
  -9%	-3%	1%	-7%	-6%	-9	-1%	-6%	19%
[22] COc1ccc(NC(=O)Nc2ncccc2C)cc1
  2%	-6%	1%	3%	8%	5	3%	-16%	6%
[23] COc1cc(C(=O)Nc2cccc(NC(=O)c3ccccc3)c2)cc(OC)c1OC
  1%	5%	-8%	-17%	1%	2	5%	-9%	5%
[30] CCN(CC)CCCN(C(=O)c1ccc(F)cc1)c1nc(-c2ccc(OC)cc2)cs1
  -28%	1%	-3%	-18%	4%	-1	-4%	2%	12%
[33] COc1ccc(CNC(=O)CCC(=O)N2CC3CCCN3c3ccccc32)c(OC)c1 (stereo not drawn)
  -20%	5%	-2%	-17%	0%[57.1 µM]	2	1%	3%	10%[57.1 µM]
[39] COc1cccc(C2CC(c3cccs3)=NN2C(=O)CSc2nc3c(cnn3-c3ccc(F)cc3)c(=O)[nH]2)c1OC (stereo not drawn)
  2%	-3%	-6%	-3%	19%[57.1 µM]	0	-6%	-6%	8%[57.1 µM]

# These rows are one share of the data; count on the stated rates, not on these rows.
